Source: PubChem (several laboratories)
aDG glyco act – increases alpha dystroglycan glycosylation | Pro5-aDG cells, alpha-DG glycosylation AlphaScreen (IIH6); 0% Pro5, 100% B10-LARGE cell signal | activation, % at 10 µM | actives 0.22% (n = 360,000);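 active means activation of at least 8% versus controls, or a plate z-score of at least 8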;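 further: Pro5 are CHO cells carrying HIG-tagged alpha-DG that lacks glycosylation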
ABCB6 inh MLPCN – inhibitors of human ABC transporter ABCB6. actives 0.19% (n = 360,000). AID 602162. fluorescence ratio to DMSO, % at 10 µM. K562-ABCB6 porphyrin accumulation, flow cytometry, 1 h; active compounds read low;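 active means fluorescence ratio to DMSO below 75%, the collection mean minus 3 SD; inconclusive means too few cells collected in the well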;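 further: signal is porphyrin accumulated inside mitochondria; 100% equals median channel fluorescence of DMSO control wells; lower ratio means ABCB6 inhibition with less porphyrin fluorescence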
Cardio protect – modulators protecting cardiomyocytes from myocardial damage | H9c2 cardiomyocytes, H2O2 injury protection, ATPLite, 2 h | actives 0.63% (n = 360,000) | protection from H2O2 cell death, % at 20 µM;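 active means compounds giving at least 50% protection of heart cells from peroxide-induced death in the single-dose screen, raw or plate-pattern-corrected value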;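 further: 0% = DMSO wells with peroxide and 100% = DMSO wells without peroxide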
Vif imaging – HIV Vif inhibition; HEK293T cells, Vif self-association by quenched fluorescence, imaging, 24 h; inhibition, % at 7.49 µM; actives 0.35% (n = 340,000); in the data active means inhibition above about 50%, passing the limit was not always enough; inconclusive means no clear call, values can overlap the other calls; inactive means below about 31%; further: some results filed as inactive read as strong as hits
iPSC survival up – hiPSC single-cell survival enhancement | ATPlite luminescence; 100% = ROCK inhibitor wells, 0% = DMSO | survival enhancement, % at 20 µM | actives 0.044% (n = 360,000); in the data active means survival enhancement above about 18%;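 further: cells exposed to compounds for 16 hours before the ATP read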
HTR2A ag – mouse HTR2A agonism via beta-arrestin recruitment. P35363. CHO-K1 mHTR2A beta-arrestin complementation, luminescence; percent of 30 µM serotonin response. activation, % at 7.6 µM. actives 0.66% (n = 360,000). AID 624169;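 active means activation above a run cutoff, the mean activation of all tested compounds plus 3 SD, cut at about 14% in these data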;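 further: 0% = plate median of compound wells and 100% = 30 µM serotonin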
Target sequence (P35363 whole entry, looked up): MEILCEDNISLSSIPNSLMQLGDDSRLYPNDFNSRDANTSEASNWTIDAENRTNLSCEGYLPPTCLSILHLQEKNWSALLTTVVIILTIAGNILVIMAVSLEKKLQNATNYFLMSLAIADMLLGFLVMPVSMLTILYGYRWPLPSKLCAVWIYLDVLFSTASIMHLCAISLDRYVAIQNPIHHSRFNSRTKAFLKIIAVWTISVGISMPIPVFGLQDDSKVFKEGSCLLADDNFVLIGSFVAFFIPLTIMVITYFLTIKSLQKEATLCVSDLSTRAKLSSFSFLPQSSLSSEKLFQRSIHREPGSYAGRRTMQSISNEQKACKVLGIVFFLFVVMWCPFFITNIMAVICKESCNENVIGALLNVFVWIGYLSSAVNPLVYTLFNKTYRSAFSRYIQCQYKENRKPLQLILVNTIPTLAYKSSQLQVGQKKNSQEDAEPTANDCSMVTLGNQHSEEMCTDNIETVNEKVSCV
PDI inh – blocks human protein disulfide isomerase activity | PDI insulin aggregation turbidity, A650, 90 min | P07237 | inhibition, % at 10 µM | actives 0.052% (n = 350,000) | AID 588391;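 active means mean inhibition across replicates of 30% or more, whatever share of single replicates reach that level; inconclusive means mean inhibition below 30% while every single replicate reaches 30%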;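 further: absorbance from insulin aggregation driven by PDI reduction with DTT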
Target sequence (P07237 whole entry, looked up): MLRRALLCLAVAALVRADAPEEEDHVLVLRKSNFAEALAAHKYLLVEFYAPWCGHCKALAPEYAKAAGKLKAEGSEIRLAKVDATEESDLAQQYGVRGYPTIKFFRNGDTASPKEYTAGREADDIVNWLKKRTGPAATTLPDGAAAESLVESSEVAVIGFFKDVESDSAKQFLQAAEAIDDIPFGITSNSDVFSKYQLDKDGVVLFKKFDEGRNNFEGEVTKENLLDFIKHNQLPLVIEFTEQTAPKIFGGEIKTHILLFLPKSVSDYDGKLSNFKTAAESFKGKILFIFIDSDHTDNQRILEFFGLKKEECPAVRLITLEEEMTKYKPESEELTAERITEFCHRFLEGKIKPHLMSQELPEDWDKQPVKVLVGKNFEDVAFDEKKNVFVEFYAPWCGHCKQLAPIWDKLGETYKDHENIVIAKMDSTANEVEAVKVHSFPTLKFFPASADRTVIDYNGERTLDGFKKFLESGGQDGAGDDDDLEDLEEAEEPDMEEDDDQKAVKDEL
CaV13 FRET inh – Primary screen for inhibitors of IQ motif and Ca2+-dependent inactivation inhibitor domain binding in CACNA1D, Förster resonance energy transfer in living cells, …; HEK cells, CFP/YFP FRET ICDI-IQ, plate reader, 10 min; percent FRET-ratio fall versus neutral wells; inhibition, % at 12.3 µM; actives 0.098% (n = 340,000); AID 743397;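 active means mean replicate inhibition of at least 30% and at least 1% of replicates passing that level; inconclusive means only one of the two criteria is met; inactive means neither criterion is met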;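 further: 0% = median of the neutral control wells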
N-glyco inh – N-linked glycosylation inhibition; D54 ERlucT glycosylation luciferase reporter, 24 h; percent of 100 nM tunicamycin response; actives 0.23% (n = 360,000); reporter increase, % at 12.5 µM;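 active means mean luciferase reporter signal, scaled so untreated is 0 and the glycosylation-blocking control 100, at or above a set limit in every replicate; inconclusive means mean reaches the limit but not every replicate does; inactive means mean below the limit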;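 further: luciferase carries N-glycosylation sites so blocking glycosylation raises the light; 0% = median of neutral control wells and 100% = median of 100 nM tunicamycin wells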
Granule exo inh – blocks lytic granule exocytosis; TALL-104 LAMP-1 surface exposure, flow cytometry; cells stimulated with thapsigargin and PMA; inhibition, % at 10 µM; actives 0.66% (n = 360,000); AID 651702;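 active means inhibition above about 55%, limit read from the data; inconclusive means no clear call, values can overlap the other calls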
* = called active by the depositor; i = inactive; u = inconclusive; x = no result given.

SMILES,aDG glyco act,ABCB6 inh MLPCN,Cardio protect,Vif imaging,iPSC survival up,HTR2A ag,PDI inh,CaV13 FRET inh,N-glyco inh,Granule exo inh
C[N+]1=C2CCCCCN2C(O)(c2ccccc2)C1 (stereo unspecified),0.1,99.0,4.6,7.5,2.9,8.7,-6.5,-6.4,2.1,0.1
O=C1c2ccccc2C(=O)N1CC(O)CNc1ccc(Br)cc1 (stereo unspecified),0.1,98.0,2.1,8.1,-1.3,6.0,-8.7,-5.0,4.5,-2.0
COC(=O)c1ccc(CN2CCN(Cc3ccc(C(=O)OC)o3)CC2)o1,0.0,107.0,10.0,-1.0,-1.4,2.0,6.2,-7.5,-0.4,-1.4
Cc1ccsc1/C=N/n1cnc2sc(C)c(C)c2c1=O,-0.2,94.0,16.4,1.2,-0.8,8.5,-9.4,-0.6,-0.5,0.3
C=CCN(CC=C)C(=S)NC(=O)c1ccc(OC)c(Br)c1,1.7,81.0,4.7,-1.8,-2.1,-7.8,2.0,x,1.5,-2.6
O=S(=O)(c1cccc(-c2nc3ccccc3s2)c1)N1CCCC1,0.1,95.0,-11.1,-19.4,2.2,-5.0,7.5,-6.9,-2.3,-1.7
CCOc1ccccc1N1CC(C(=O)Nc2cccc(S(=O)(=O)N3CCCCC3)c2)CC1=O (stereo unspecified),-0.1,95.0,3.9,-11.6,-0.2,-6.1,1.8,-6.3,-5.5,1.4
CCN(CC)S(=O)(=O)c1ccc(Cl)c(NC(=O)CSc2cccc[n+]2[O-])c1,0.0,97.0,-0.1,-5.8,1.6,0.5,4.6,-5.0,0.3,2.4
O=C(NC1CC(=O)N(c2cccc(F)c2)C1)N1CCN(C(=O)c2ccco2)CC1 (stereo unspecified),-0.3,104.0,-3.4,2.8,1.1,-2.2,-1.3,-6.0,-0.8,-1.9
CC(=O)Nc1ccc(NC2CCCCC2NS(=O)(=O)c2ccccc2)cc1 (stereo unspecified),-0.2,104.0,5.5,8.1,-0.3,-0.4,-9.9,-2.7,0.8,-3.7

Reprinted from the part before: 2 compounds, followed by the next part.
SMILES,aDG glyco act,ABCB6 inh MLPCN,Cardio protect,Vif imaging,iPSC survival up,HTR2A ag,PDI inh,CaV13 FRET inh,N-glyco inh,Granule exo inh
O=C(NC1CC(=O)N(c2cccc(F)c2)C1)N1CCN(C(=O)c2ccco2)CC1 (stereo unspecified),-0.3,104.0,-3.4,2.8,1.1,-2.2,-1.3,-6.0,-0.8,-1.9
CC(=O)Nc1ccc(NC2CCCCC2NS(=O)(=O)c2ccccc2)cc1 (stereo unspecified),-0.2,104.0,5.5,8.1,-0.3,-0.4,-9.9,-2.7,0.8,-3.7
COc1ccccc1OCCNC(=O)c1ccc(S(=O)(=O)N(C)C)cc1,-0.4,92.0,-4.5,x,2.2,4.0,16.0,-7.5,-0.4,1.4
COc1cccc(OC)c1C(=O)NCC12CC3CC(C1)CC(CNC(=O)c1c(OC)cccc1OC)(C3)C2,-0.1,98.0,4.9,-5.1,0.3,-1.5,1.0,-3.3,0.1,-0.8
CCc1cc2c(NCc3ccco3)ncnc2s1,0.6,98.0,-16.0,-5.8,-2.0,-0.1,2.7,-3.8,-3.5,5.1
CN1C(=O)C(c2ccccc2[N+](=O)[O-])C(=O)c2ccccc21 (stereo unspecified),0.0,87.0,4.1,-12.7,-0.3,-0.4,-1.2,-4.5,2.8,-2.0
CCCOC1CCCN(C(=O)c2cc(COc3ccc(-n4cncn4)cc3)on2)C1 (stereo unspecified),1.3,102.0,-9.2,-7.3,0.1,1.2,-12.3,-2.7,2.2,-6.9
CCC(=O)NCCC(c1ccco1)c1ccccc1OC (stereo unspecified),0.2,95.0,4.1,18.4,-1.6,1.6,-10.9,-1.8,0.3,-5.3
N/C(=N\OC(=O)c1ccncc1)c1cccc([N+](=O)[O-])c1,0.0,98.0,2.5,-3.0,-0.4,-1.0,-2.6,-18.8,3.6,-0.3
C=C1c2cccc(OC)c2O[C@H](C(=O)OCC)[C@@H]1CCCCCC,0.0,102.0,-11.0,1.8,-0.1,1.1,-1.1,x,0.2,1.1
CSCC[C@H](NC(=O)[C@@H]1Cc2ccccc2CN1)C(=O)NC[C@H]1CC[C@H](C(=O)O)CC1,-0.1,92.0,-0.4,-10.6,0.6,3.0,10.5,-4.4,4.0,-6.8
CCOc1ccc(CCNC(=O)c2cnccn2)cc1OCC,0.2,100.0,-3.9,-2.2,-0.4,-4.8,-2.9,-5.2,2.5,-10.7
Cc1ccc(N2C(=O)CC(Nc3ccccc3)C2=O)cc1 (stereo unspecified),0.0,101.0,4.9,-7.7,2.5,3.2,-7.5,-7.9,0.4,-2.0
COC(=O)c1ccc(C2/C(=C(\O)c3ccc4c(c3)OCCO4)C(=O)C(=O)N2c2nnc(C)s2)cc1 (stereo unspecified),-0.4,99.0,-2.6,0.0,-0.4,4.3,0.6,-3.1,2.0,-0.9
C=CCC[C@H](CCCCC)OC(=O)/C=C/[C@@H](O)[C@H](O)C[C@@H](O)CC=C,1.8,114.0,x,x,-0.3,1.2,x,-9.0,x,-4.5
COc1ccc(Nc2ccc(N3C(=O)CCCC3=O)cc2[N+](=O)[O-])cc1OC,-0.3,96.0,-4.2,0.8,-1.2,0.2,14.0,-15.6,1.1,-6.9
Cc1ccc(-c2nc(SCC(=O)c3c(N)n(C)c(=O)n(C)c3=O)n[nH]2)cc1,-0.3,94.0,3.8,-10.7,1.5,1.1,-7.9,-6.5,1.8,-2.9
O=C(O)COCC(=O)NCc1csc2ccc(Cl)cc12,-0.1,101.0,0.6,27.6,-0.1,1.4,-7.1,2.3,-0.8,-1.7
O=C(CNc1cccc(F)c1)Nc1cccc(S(=O)(=O)N2CCCCC2)c1,0.0,98.0,2.8,-3.6,-0.1,-0.9,-5.1,-2.0,0.7,3.6
O=C(Nc1cccc(Br)c1)C1CC(=O)N(C2CCCC2)C1 (stereo unspecified),0.0,94.0,15.9,28.4,-3.0,-1.0,20.6,-1.8,0.0,4.7
CCN(CC)S(=O)(=O)N1CCC(C(=O)NCC2COc3ccccc3O2)CC1 (stereo unspecified),-0.1,96.0,3.3,11.0,-2.4,-3.1,-0.4,x,-2.4,-3.8
Cc1nnc(NC(=O)c2cc(-c3ccco3)nc3ccccc23)s1,-0.1,93.0,1.3,-7.2,1.9,7.0,6.7,-4.1,0.8,11.8
CCc1nnc(NC(=O)c2nc(S(=O)(=O)Cc3cccc(C)c3)ncc2Cl)s1,-0.1,108.0,12.8,-12.1,0.4,-2.9,2.1,-5.5,8.1,u
Cc1ccc(NS(=O)(=O)c2ccc(N3CCN(c4ccc(O)cc4)CC3)c([N+](=O)[O-])c2)c(C)c1,0.9,95.0,-22.6,-4.8,0.1,-4.8,-14.9,-4.6,-4.5,2.4
COc1ccccc1C(=O)CN1C(=O)NC2(CCc3ccccc32)C1=O (stereo unspecified),0.0,103.0,-2.0,0.3,-0.4,10.2,0.6,-6.4,2.6,-5.4
COc1ccc2c(CCNC(=O)CN3C(=O)c4ccccc4C3=O)c[nH]c2c1,-0.1,97.0,-2.1,39.7,-2.8,0.4,13.6,-4.8,0.1,0.2
Cc1ccc(C(=O)COC(=O)c2cc(=O)[nH]c3ccccc23)cc1C,0.3,93.0,-19.6,65.5*,1.2,3.1,-4.8,-7.1,2.5,1.9
O=C(Nc1ccccc1)C(Cl)C(=O)c1ccccc1 (stereo unspecified),0.0,101.0,9.1,-2.8,-0.7,1.0,-5.4,-2.0,3.8,6.5
CCOC(=O)C1CCN(C(=O)c2ccc(CNS(=O)(=O)c3ccc(OC)cc3)cc2)CC1,0.3,101.0,1.8,1.8,0.1,0.9,-2.0,0.3,0.7,-1.7
Cc1cc(=O)cc(C)n1-c1ccc(Cl)c(Cl)c1,0.0,99.0,2.1,12.5,-0.4,4.2,-4.1,-3.0,3.1,-15.9
CCc1nnc(NC(=O)CSc2nnc(CSc3nc(C)cc(C)n3)o2)s1,-0.1,96.0,17.8,x,2.1,-0.8,-1.2,x,1.5,-2.8
COc1ccc(Cn2cc(CN3CC(N4CCCCC4)CS3(=O)=O)nn2)cc1 (stereo unspecified),0.3,96.0,x,x,0.9,3.4,x,-9.5,x,14.9
O=C(NCCN1CCCC1)c1ccccc1Cl,-0.1,97.0,6.6,3.9,-3.0,5.2,-8.4,-3.6,1.4,-1.3
CC1=C(C)CC(C(=O)Nc2nc(-c3ccc(C)cc3C)c(C)s2)C(C(=O)O)C1 (stereo unspecified),-0.3,99.0,1.5,5.4,-2.2,0.9,-7.0,-5.9,3.6,0.8
Cc1cn([C@H]2C[C@H](O)[C@@H](CCC(=O)NCc3ccccc3)O2)c(=O)[nH]c1=O,-0.3,99.0,22.0,x,2.1,0.6,6.3,-5.5,2.3,16.6
CCCCc1c(-c2ccccc2OC)ncn1CCc1cccc(Cl)c1,0.3,i,x,x,-0.6,3.8,x,-10.5,x,49.1
COC(=O)C(C)NC(=O)c1cn(-c2ccccc2OC)c(=O)c2ccccc12 (stereo unspecified),-0.1,77.0,2.2,4.0,-0.6,-1.0,-1.5,-1.9,0.4,1.8
COc1ccc(/C=C2\SC(=O)NC2=S)cc1OC,0.5,102.0,-11.3,-2.2,0.9,-3.6,-1.0,-3.0,-2.3,-0.8
O=C(Cn1c(=O)oc2ccccc21)N1CCCC1,0.0,102.0,-1.0,x,-0.2,-8.7,6.9,-6.2,0.1,-6.4
CCCNC(=O)NC(=O)CN1CCCC1c1ccc2c(c1)OCCO2 (stereo unspecified),1.4,97.0,-2.7,16.6,0.3,2.6,20.6,-1.8,1.0,-2.0
O=C(COc1ccccc1[N+](=O)[O-])Nc1ccc(N2CCN(C(=O)c3cccs3)CC2)cc1,0.4,90.0,65.9*,-11.8,-0.5,2.0,2.4,-6.6,-6.7,30.4
O=C(COc1ccccc1)Nc1cccc(-c2cn3cccnc3n2)c1,0.6,95.0,17.6,24.3,-0.1,4.3,5.2,-7.0,18.8,3.0
COCCN(Cc1cc2c(C)cc(C)cc2nc1Cl)C(=O)c1ccccc1F,3.7,98.0,-17.4,-0.7,0.0,5.7,-2.0,-4.8,-2.5,2.7
NC(=O)C(=O)N/N=C/c1cccc(C(F)(F)F)c1,0.1,95.0,0.7,4.5,-0.1,7.1,-7.6,x,0.9,-0.9
Cc1cc(NC(=O)CN2CCOCC2)n(-c2ccccc2)n1,0.0,89.0,4.6,-4.0,-0.5,5.2,3.7,-1.4,1.3,5.7
Cc1oc(-c2ccccc2)nc1C(=O)OCC(=O)NCc1ccc(F)cc1,0.0,101.0,5.3,-1.1,4.4,-1.0,-1.7,-5.7,4.2,-4.5
O=C(Cc1cccc2ccccc12)N/N=C/c1ccncc1,0.0,96.0,-5.1,0.6,-0.3,-3.3,-10.8,-6.8,-2.0,-0.3
CCOC(=O)c1ccc(NS(=O)(=O)c2ccc3c(c2)oc(=O)n3C)cc1,0.3,98.0,-17.0,11.0,3.0,4.7,x,-1.9,-0.7,-2.6
